Bioassay records from PubChem BioAssay.
Abeta yeast res = A-beta toxicity reversal in yeast | yeast expressing A-beta42, growth rescue, OD600, 48 h; response scale: 0% DMSO, 100% iron-clioquinol control | Potency, µM (doses to about 46.1 µM), without a hit: top-dose growth rescue, actives largely listed as activators | 410,000 compounds, 0.063% hits | AID 1347071; further: potency means the concentration at half of the fitted maximal effect; nearly all actives have a fitted effect of over 55% in size
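Yeast growth medium received pinned compounds, then yeast cells expressing toxic A-beta were added; plates incubated at 30 C for 48 hr. Growth read as absorbance at 600 nm, normalized to DMSO and equimolar FeCl3 plus clioquinol controls.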
HEK293 tox = cytotoxicity in counter-screen for GLP-1R inverse agonists | HEK293 cAMP-luciferase reporter cells, luminescence, 24 h | Potency, µM (top dose mostly 38.3 µM), for inactives: at the highest dose activity change, negative = inhibition, actives largely listed as inhibitors | 410,000 compounds, 0.13% hits | AID 624418;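 further: loss of luciferase light is scored as toxicity; potency means the concentration at half of the fitted maximal effect; on the % scale 0 is the no-effect control and ±100 the full control effect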
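Compound-treated cells are incubated 24 hr at 37 deg C under 5% CO2 after a 12 hour attachment period, then luciferase detection reagent is added and luminescence is measured following 12 min at room temperature; lowered signal indicates toxicity.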
TDP43 rescue = rescues yeast growth from TDP-43 toxicity; TDP-43 expressing yeast growth rescue, BacTiter-Glo, 24 h; Potency, µM (series often up to 46.1 µM), without a hit: at the highest dose growth rescue (activation), most hits filed as activators; 410,000 compounds, 1.8% hits; AID 652104; further: potency means the concentration at half of the fitted maximal effect; % of control where 0% means no effect; nearly all actives have a fitted effect of over 50% in size
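Yeast cells expressing TDP-43 under galactose induction are exposed to compounds for 24 hr at 30 deg C. BacTiter-Glo luminescence measures growth, so protective compounds score as activators.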
aSyn yeast inh = alpha-synuclein toxicity inhibition in yeast | Potency, µM (doses to about 46.1 µM), for the others: at the top dose growth rescue (activation), usual class: activators | AID 652106 | 370,000 compounds, 0.14% hits | Yeast expressing alpha-synuclein, growth rescue, BacTiter-Glo, 24 h; further: potency means the concentration at half of the fitted maximal effect; % of control where 0% means no effect; nearly all actives have a fitted effect of over 65% in size
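Galactose-induced alpha-syn yeast (OD600=0.02, raffinose-pregrown) + pinned cpd, 24 hr, 30 deg C; growth by BacTiter-Glo luminescence. Growth restoration scores as activation.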
GLP-1R inv ag = GLP-1 receptor (human) inverse agonism. P43220. HEK293 GLP-1R CRE-luciferase, luminescence, 24 h; GLP-1R form is constitutively active. 410,000 compounds, 1.6% hits. Potency, µM (top dose mostly 38.3 µM), for the others: at the top dose activity change, negative = inhibition, actives largely listed as inhibitors; further: potency means the concentration at half of the fitted maximal effect; on the % scale 0 is the no-effect control and ±100 the full control effect; nearly all actives have a fitted effect of over 55% in size
Target sequence (P43220 whole entry, looked up): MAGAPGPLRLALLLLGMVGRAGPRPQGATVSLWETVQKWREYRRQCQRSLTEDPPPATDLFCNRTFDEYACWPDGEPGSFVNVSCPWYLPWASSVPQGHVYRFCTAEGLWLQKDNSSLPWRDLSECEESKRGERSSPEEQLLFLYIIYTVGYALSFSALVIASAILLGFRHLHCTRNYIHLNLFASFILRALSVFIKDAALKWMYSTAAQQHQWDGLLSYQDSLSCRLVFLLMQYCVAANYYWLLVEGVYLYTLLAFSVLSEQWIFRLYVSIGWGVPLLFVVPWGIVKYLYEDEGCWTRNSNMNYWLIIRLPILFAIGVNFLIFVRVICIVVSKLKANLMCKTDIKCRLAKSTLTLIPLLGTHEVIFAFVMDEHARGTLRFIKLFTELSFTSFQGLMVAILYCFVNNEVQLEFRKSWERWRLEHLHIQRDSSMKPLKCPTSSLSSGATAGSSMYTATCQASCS
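qHTS in 1536-well format: reporter HEK293 cells expressing constitutive GLP-1R activity in DMEM + 10% Nu serum, 24 hr with compounds at 37 deg C, luminescence read after 12 min with detection reagent.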
PTHR1 agonist = agonists of human PTHR1 parathyroid hormone receptor; AID 743266; Potency, µM (titrated, usually from 115 µM), inactives show top-dose activation, actives largely listed as activators; Q03431; 410,000 compounds, 0.075% hits; HEK293 GP2 PTHR1 cells, GloSensor cAMP luminescence, 1 h; further: potency means the concentration at half of the fitted maximal effect; nearly all actives have a fitted effect of over 55% in size; some results filed as inactive show a strong effect at the top dose; inactives centre near -15; many of its hits are not listed in these tables
Target sequence (Q03431 whole entry, looked up): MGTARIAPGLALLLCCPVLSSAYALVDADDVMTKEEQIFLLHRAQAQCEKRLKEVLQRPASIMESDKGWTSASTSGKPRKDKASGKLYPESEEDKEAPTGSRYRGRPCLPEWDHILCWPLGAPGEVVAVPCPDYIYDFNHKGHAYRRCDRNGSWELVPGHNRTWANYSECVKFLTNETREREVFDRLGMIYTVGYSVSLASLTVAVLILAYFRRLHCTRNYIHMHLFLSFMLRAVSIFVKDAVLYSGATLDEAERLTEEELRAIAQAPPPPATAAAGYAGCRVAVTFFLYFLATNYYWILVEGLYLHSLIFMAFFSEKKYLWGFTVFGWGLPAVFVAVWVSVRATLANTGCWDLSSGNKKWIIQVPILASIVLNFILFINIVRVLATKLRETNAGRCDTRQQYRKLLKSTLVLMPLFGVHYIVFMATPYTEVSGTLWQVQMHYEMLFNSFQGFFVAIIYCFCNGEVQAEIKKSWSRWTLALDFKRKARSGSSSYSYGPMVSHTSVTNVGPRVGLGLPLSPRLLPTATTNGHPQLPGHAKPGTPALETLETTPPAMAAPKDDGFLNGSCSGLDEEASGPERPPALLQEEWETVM
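HEK-293-derived GP2 cells expressing PTHR1 and a GloSensor cAMP reporter, 3,000/well, plated overnight, given luciferin plus IBMX (each 0.5 mM as added) for 1 h at 37 °C, then compound for 1 h at 37 °C. Luminescence was read after 15 min at room temperature.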
Mm-Cpn inhibitor = inhibitors of Methanococcus maripaludis chaperonin (MmCpn); purified Mm-Cpn ATPase, ADP Transcreener TR-FRET; Potency, µM (series often up to 76.9 µM), inactives show at the top dose activity, negative = inhibition, most hits filed as inhibitors; 330,000 compounds, 0.031% hits; AID 504842; further: potency means the concentration at half of the fitted maximal effect; on the % scale 0 is the no-effect control and ±100 the full control effect; nearly all actives have a fitted effect of over 80% in size
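Inhibition of chaperonin ATP hydrolysis is measured as reduced ADP production, detected by competitive TR-FRET in which signal falls with ADP. Final enzyme 25 nM and ATP 10 uM, reacted 30 min at 37°C.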
pAkt inh = blocks phosphorylation of Akt; Neuro2A IGF-stimulated pAkt S473 HTRF, 20 min; stronger effect = lower value; activity change, % for hits at 50 µM; 360,000 compounds, 0.32% hits; AID 651550; in the data active means activity change below about -80%; inconclusive means mostly about -51% to -80%; further: on the % scale 0 is the no-effect control and ±100 the full control effect
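Neuro2A cells in DMEM with 0.5% FBS, overnight at 37 deg C, given compound at single 50 µM final, then IGF (6 nM final) for 20 min at 37 deg C. Lysed; phospho-Akt Ser473 by HTRF after 24 h, 665/615 ratio.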
FUS yeast rescue = suppressors of FUS proteinopathy in yeast. 390,000 compounds, 0.24% hits. Potency, µM (top dose mostly 76.6 µM), without a hit: at the highest dose growth rescue (activation), actives largely listed as activators. S. cerevisiae FUS-expressing, growth rescue, OD600, 24 h;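 further: potency means the concentration at half of the fitted maximal effect; plate controls were DMSO vehicle for no effect and reference control for full effect; nearly all actives have a fitted effect of over 55% in size; some results filed as inactive show a strong effect at the top dose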
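Yeast expressing FUS under galactose induction, OD 0.005 in 2% galactose medium; compounds in a dilution series, 24 h at 30C. Growth rescue by absorbance at 600 nm; CP55940 positive control, DMSO negative.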
Starred values were filed as active, the others as inactive; i = inactive; ? = inconclusive; . = not tested or not shown; & = joins results of further samples; [ ] = remark or other dose. Unless noted, the call rests on the fitted dose curve; in most records, active means well fitted curve in the direction sought with a large enough effect; inconclusive means small, poorly fitted or top-dose-only effect, or another doubt; inactive means no such curve, though single readings can be large; an effect the other way counts as inactive or inconclusive. An excerpt. The share of hits here may be higher or lower than overall.

1. O=C(CCC(=O)N(CC(=O)NC1CCCC1)Cc1ccc(F)cc1)Nc1nccs1
2. COC(=O)c1cc(NS(=O)(=O)c2ccc(NCc3cccnc3)c([N+](=O)[O-])c2)cc(C(=O)OC)c1
3. S=C(Nc1ccc2nc(-c3ccccn3)c(-c3ccccn3)nc2c1)N1CCOCC1
4. O=c1c2ccccc2n2c(=S)[nH]nc2n1-c1ccccc1
5. O=C(CCc1ccccc1Cl)Nc1cc2c(cc1C(=O)O)OCCCO2
6. N#C/C(=C\c1ccco1)C(=O)NCc1ccccc1
7. CC(NC(=O)c1ccco1)C(=O)N1CCc2ccccc2C1 (stereo not drawn)
8. COc1cc2c(cc1NC(=O)C(C)OC(=O)c1ccc(S(=O)(=O)Nc3ccccc3Cl)cc1)oc1ccccc12 (stereo not drawn)
assay / compound	1	2	3	4	5	6	7	8
aSyn yeast inh	-7%	1%	1%	9%	-1%	-4%	8%	2%
pAkt inh	i	i	i	i	i	i	i	i
HEK293 tox	6%	11%	10%	-34%	0%	1%	-1%	-12%
TDP43 rescue	2%	0%	-6%	5%	10%	-17%	-8%	22%
Mm-Cpn inhibitor	-1%	0%	-2%	-2%	-2%	-1%	1%	-14%
GLP-1R inv ag	-6%	10%	3%	-2%	2%	6%	6%	-5%
PTHR1 agonist	i	-12%	-7%	i	i	i	i	-39%[inhibitor]
Abeta yeast res	4%	8%	2%	-7%	-2%	-15%	-25%	1%
FUS yeast rescue	-12%	.	20%	2%	-27%	-27%	-4%	-1%

9. CCOC(=O)c1c(=O)n(O)c2ccc(C)cc2[n+]1[O-]
10. c1ccc(-c2cncn2-c2ccccc2)cc1
11. O=S(=O)(c1ccccc1)c1nc(-c2cccs2)oc1NCCCn1ccnc1
12. CCOc1cc2[nH]c(=O)n(CCCC(=O)NCc3ccc(OC)cc3)c(=O)c2cc1OCC
13. Cn1cnc(S(=O)(=O)N2CCN(c3ccc(Cl)cc3)CC2)c1
14. CCC1(c2ccccc2)NC(=O)N(CC(=O)N(CC(=O)Nc2ccccc2C(F)(F)F)Cc2ccco2)C1=O (stereo not drawn)
15. COC(=O)c1ccc(OCC2c3cc(OC)c(OC)cc3CCN2C(=O)C2CC2)cc1 (stereo not drawn)
16. CCOC(=O)CSC1=Nc2ccccc2C2=NC(CC(=O)NCc3cccs3)C(=O)N12 (stereo not drawn)
assay / compound	9	10	11	12	13	14	15	16
aSyn yeast inh	4%	29%	-16%	-10%	-4%	1%	3%	-2%
pAkt inh	i	i	i	i	i	i	i	i
HEK293 tox	-10%	9%	-20%	0%&-2%	?	-4%	-4%	-21%
TDP43 rescue	-2%	5%	-3%	0%[9.22 µM]	-8%	0%	10%	2%
Mm-Cpn inhibitor	-1%	?	-2%	0%	1%	-5%	-3%	0%
GLP-1R inv ag	14%	-8%	3%	15%&0%	-7%	0%	0%	-1%
PTHR1 agonist	i	-3%	-1%	-9%	i	-19%	-37%[inhibitor]	i
Abeta yeast res	19%	-1%	3%	14%&13%	4%	0%	-4%	16%
FUS yeast rescue	6%	-26%	13%	2%&13%	15%	30%	10%	-1%

17. Cc1noc(/C=C/N(C)C)c1S(=O)(=O)N(C)CC(=O)N1CCc2ccccc21
18. COc1ccc(Cl)cc1Nc1nc(C)cc(=O)[nH]1
19. Cc1cc(OCC(=O)N[C@@H](Cc2c[nH]c3ccccc23)C(=O)O)c2c(C)c(C)c(=O)oc2c1
20. N=c1c2c(-c3ccccc3)c(-c3ccccc3)n(Cc3ccccc3)c2ncn1CCO
21. CC(=O)c1cccc(NC(=O)Cn2cnc(S(=O)(=O)N3CCCCC3)c2)c1
22. [O-]/[N+](=N\Nc1ccc(Cl)cc1)c1ccccc1
23. Cc1cc(OCCOc2cccc3cccnc23)cc(C)c1Cl
24. O=S(=O)(NCCc1c[nH]c2ccccc12)c1ccc(F)cc1
assay / compound	17	18	19	20	21	22	23	24
aSyn yeast inh	-1%	1%	1%	0%	1%	3%	-14%	25%
pAkt inh	i	i	i	i	i	i	i	i
HEK293 tox	-19%	-1%	0%	?	10%	-20%	12%	-1%
TDP43 rescue	1%	20%	4%	8%	12%	4%	14%	?
Mm-Cpn inhibitor	-5%	0%	1%	1%	1%	.	1%	.
GLP-1R inv ag	?	?	13%	?	12%	12%	?	?
PTHR1 agonist	i	-21%	16%	-6%	-7%	-41%[inhibitor]	-9%	i
Abeta yeast res	-1%	24%[9.22 µM]	10%	3%	6%	-2%	6%	27%
FUS yeast rescue	?	-23%	-1%	.	22%	-13%	-9%	-12%

Shown with bars between the fields: four of the compounds above.
item | smiles | aSyn yeast inh | pAkt inh | HEK293 tox | TDP43 rescue | Mm-Cpn inhibitor | GLP-1R inv ag | PTHR1 agonist | Abeta yeast res | FUS yeast rescue
24 | O=S(=O)(NCCc1c[nH]c2ccccc12)c1ccc(F)cc1 | 25% | i | -1% | ? | . | ? | i | 27% | -12%
22 | [O-]/[N+](=N\Nc1ccc(Cl)cc1)c1ccccc1 | 3% | i | -20% | 4% | . | 12% | -41%[inhibitor] | -2% | -13%
7 | CC(NC(=O)c1ccco1)C(=O)N1CCc2ccccc2C1 (stereo not drawn) | 8% | i | -1% | -8% | 1% | 6% | i | -25% | -4%
17 | Cc1noc(/C=C/N(C)C)c1S(=O)(=O)N(C)CC(=O)N1CCc2ccccc21 | -1% | i | -19% | 1% | -5% | ? | i | -1% | ?

Next records
25. CCS(=O)(=O)N1CCN(c2ccccn2)CC1
26. CCOC(=O)COc1c(/C=N\OC)cc(Cl)cc1OC
27. CC(=O)Nc1cc(Cl)c(N=Cc2ccc(O)cc2O)cc1Cl
28. CS(=O)(=O)c1ccc(NCC2CCCO2)c([N+](=O)[O-])c1 (stereo not drawn)
29. CCOC(=O)C1CCN(C(=O)c2nn(-c3ccc(OC)c(Cl)c3)c(=O)c3c2c2ccccc2n3C)CC1
30. CCN1C(=NCc2cccc(Cl)c2)N[C@@H](c2cccc(F)c2)C(C(=O)OC)=C1C
31. FC(F)(F)c1nnc2ccc(N3CCCCCC3)nn12
32. CCC(C)N(C(=O)COc1ccccc1C(=O)NCc1ccccc1)C1CCS(=O)(=O)C1 (stereo not drawn)
assay / compound	25	26	27	28	29	30	31	32
aSyn yeast inh	-9%	8%	21%	-13%	.	3%	9%	5%
pAkt inh	i	i	i	i	.	i	i	i
HEK293 tox	-2%	2%	-12%	-6%	0%	?	-12%	-20%
TDP43 rescue	-1%	10%	-16%	-14%	27%	16%	?	19%
Mm-Cpn inhibitor	-3%	2%	-7%	-4%	.	-1%&3%	0%	-2%
GLP-1R inv ag	0%	6%	29%	10%	8%	?	-11%	5%
PTHR1 agonist	i	i	18%	i	i	-14%	-17%	i
Abeta yeast res	-14%	-15%	-1%	0%	-15%	2%	-18%	-3%
FUS yeast rescue	16%	-4%	2%	19%	15%	11%	15%	14%

33. O=C(CN1C(=O)COc2ccc(S(=O)(=O)N3CCCC3)cc21)N1CCN(c2ccc(Cl)cc2)CC1
34. COc1ccc(OCCC(=O)Nc2ccc(S(N)(=O)=O)cc2)cc1
35. CCOC(=O)c1sc2ccc(S(=O)(=O)N3CCOCC3)cc2c1N
36. NC(=O)C1CCN(C(=O)c2ccc3c(c2)N(Cc2cccc(Cl)c2)C(=O)c2ccccc2S3=O)CC1 (stereo not drawn)
37. Cc1cc(C)c(NC(=O)CNC(=O)CSc2nnc(N)s2)c(C)c1
38. COc1ccccc1NC(=O)c1nnn(Cc2ccccc2)c1NC(=O)C(F)(F)F
39. COc1ccccc1C(=O)NC(=O)COC(=O)Cn1cnc2c1c(=O)n(C)c(=O)n2C
40. Cc1ccc(CNC(=O)CCc2nnc(Cc3ccc(-c4ccccc4)cc3)o2)o1
41. CCOC(=O)Nc1ccc2c(c1)N(C(=O)CN(CC)CC)c1ccccc1CC2
42. CC1CCN(c2c(NCC3CCC(C(=O)N4CCCC(C)C4)CC3)c(=O)c2=O)CC1 (stereo not drawn)
assay / compound	33	34	35	36	37	38	39	40	41	42
aSyn yeast inh	-2%	-1%	13%	.	-6%	-17%	1%	-2%	-6%	-4%
pAkt inh	.	i	i	.	i	i	i	i	i	i
HEK293 tox	-6%	-7%	0%	1%	16%	-11%	-18%	-3%	?	-2%
TDP43 rescue	-1%	26%	-12%	-1%	-11%	-3%	-4%	-8%	-21%	15%
Mm-Cpn inhibitor	.	2%	-10%	.	-1%	?	1%	-4%	3%	3%
GLP-1R inv ag	-16%	5%	10%	9%	-4%	1%	-13%	-13%	?	20%
PTHR1 agonist	-16%	i	i	i	i	-13%	i	-37%[inhibitor]	i	-25%
Abeta yeast res	-19%	4%	10%	20%	-7%	-28%	4%	-5%	-11%	0%
FUS yeast rescue	-6%	-4%	35%	19%	-10%	4%	8%	16%	15%	1%
